# Vif-APOBEC3F blk – qHTS for Inhibitors of Vif-A3F Interactions: qHTS. HeLa A3F-eYFP + Vif (tagged APOBEC3F with the HIV-1 protein that degrades it), YFP fluorescence increase. Potency, µM (doses to about 46.1 µM), for inactives: top-dose activity, negative = active. actives 0.2% (n = 390,000). AID 602313, 2012; further: potency means the concentration at half of the fitted maximal effect; % of control where 0% means no effect; nearly all actives have a fitted effect of over 65% in size
#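 Fluorescence increase (Ex 488/Em 500-530) after overnight compound treatment at 37 deg C flags inhibition of Vif-driven A3F-eYFP loss in stable HeLa A3F-eYFP/Vif cells seeded overnight beforehand.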
# Vif-APOBEC3G blk – qHTS for Inhibitors of Vif-A3G Interactions: qHTS; DNA dC->dU-editing enzyme APOBEC-3G (Homo sapiens), Q9HC16; HeLa A3G-eYFP + Vif (tagged APOBEC3G with the HIV-1 protein that degrades it), YFP fluorescence, overnight; Potency, µM (highest dose often 46.1 µM), without a hit: at the top dose activity, negative = active, most hits filed as inhibitors; actives 0.076% (n = 410,000);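 further: potency means the concentration at half of the fitted maximal effect; on the % scale 0 is the no-effect control and ±100 the full control effect; nearly all actives have a fitted effect of over 60% in size; hits raise eYFP signal because A3G escapes Vif-driven loss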
# Target sequence (Q9HC16 whole entry, looked up): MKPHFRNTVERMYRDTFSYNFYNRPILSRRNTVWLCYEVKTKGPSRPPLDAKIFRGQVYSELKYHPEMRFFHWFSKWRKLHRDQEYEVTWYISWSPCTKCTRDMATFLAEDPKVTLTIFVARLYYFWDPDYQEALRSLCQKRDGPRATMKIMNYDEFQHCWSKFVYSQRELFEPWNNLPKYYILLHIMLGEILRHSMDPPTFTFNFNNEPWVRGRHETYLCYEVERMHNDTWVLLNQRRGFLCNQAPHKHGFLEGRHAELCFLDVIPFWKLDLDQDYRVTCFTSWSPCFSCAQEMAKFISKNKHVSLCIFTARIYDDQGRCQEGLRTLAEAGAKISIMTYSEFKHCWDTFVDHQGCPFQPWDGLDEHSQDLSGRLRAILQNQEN
#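 HeLa cells stably expressing Vif and C-terminally eYFP-tagged A3G, seeded overnight at 37 deg C, then exposed to compound by pintool overnight at 37 deg C. Rise in yellow fluorescence (Ex 488/Em 500-530, Acumen) marks blocked Vif-driven A3G degradation.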
# GRP78 ERSR act – qHTS for Inducers of the Endoplasmic Reticulum Stress Response (ERSR) in Human Glioma: qHTS; U87-MG GRP78 promoter luciferase reporter, 16 h; AID 602332, 2012; actives 0.02% (n = 420,000); Potency, µM, inactives show at the top dose activation, actives largely listed as activators; further: potency means the concentration at half of the fitted maximal effect; series mostly up to about 76 µM; % of control where 0% means no effect; nearly all actives have a fitted effect of over 35% in size
#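 ERSR induction read as luciferase luminescence (Bright-Glo, 10 min at room temperature) in stably transfected human U87-MG glioma cells exposed to compounds for 16 h, using GRP78 as sensor.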
# RGS4 inh – Inhibitors of Regulator of G Protein Signaling (RGS) 4: qHTS. actives 0.039% (n = 390,000). Transcreener GDP fluorescence polarization, RGS4-accelerated GTP hydrolysis. Regulator of G-protein signaling 4 (Homo sapiens), P49798. AID 504845, 2011. Potency, µM (titrated, usually from 114 µM), inactives show at the top dose activity change, negative = inhibition, most hits filed as inhibitors; further: potency means the concentration at half of the fitted maximal effect; on the % scale 0 is the no-effect control and ±100 the full control effect; nearly all actives have a fitted effect of over 75% in size; some results filed as inactive show a strong effect at the top dose
# Target sequence (P49798 whole entry, looked up): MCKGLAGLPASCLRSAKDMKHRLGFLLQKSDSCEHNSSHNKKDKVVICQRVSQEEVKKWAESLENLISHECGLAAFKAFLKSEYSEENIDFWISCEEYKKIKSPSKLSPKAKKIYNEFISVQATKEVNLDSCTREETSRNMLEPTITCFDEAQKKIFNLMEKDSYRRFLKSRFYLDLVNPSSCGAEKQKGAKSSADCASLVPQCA
#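 MLSMR compounds (23 nl, pin-transferred) preincubated 10 min at room temperature with a 500nM (2x) first reagent, then RGS4 at 900nM (2x) plus Transcreener GDP mix added; fluorescence polarization (620/688 nm) read before and after 90 min at 30 °C.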
# ERG-DNA inh – qHTS for Small Molecule Inhibitors of the ERG Ets/DNA interaction. Potency, µM (series often up to 76.9 µM), inactives show at the highest dose FP activity, negative = inhibition, hits mostly inhibitors. Transcriptional regulator ERG (Homo sapiens), P11308. actives 0.028% (n = 370,000). fluorescence polarization, His-ERG Ets domain / labelled DNA; active means well fitted inhibition curve with a large enough effect in the polarisation, with a control signal flat; inconclusive means small, poorly fitted or top-dose-only effect, or effect the other way, or a change in a side signal; inactive means no such curve, though single readings can be large or run the other way; the % refers to the polarisation;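 further: polarization taken with two DNA probes labelled with fluorescein and Texas red; potency means the concentration at half of the fitted maximal effect; % of control where 0% means no effect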
# Target sequence (P11308 whole entry, looked up, the tested form may be a part): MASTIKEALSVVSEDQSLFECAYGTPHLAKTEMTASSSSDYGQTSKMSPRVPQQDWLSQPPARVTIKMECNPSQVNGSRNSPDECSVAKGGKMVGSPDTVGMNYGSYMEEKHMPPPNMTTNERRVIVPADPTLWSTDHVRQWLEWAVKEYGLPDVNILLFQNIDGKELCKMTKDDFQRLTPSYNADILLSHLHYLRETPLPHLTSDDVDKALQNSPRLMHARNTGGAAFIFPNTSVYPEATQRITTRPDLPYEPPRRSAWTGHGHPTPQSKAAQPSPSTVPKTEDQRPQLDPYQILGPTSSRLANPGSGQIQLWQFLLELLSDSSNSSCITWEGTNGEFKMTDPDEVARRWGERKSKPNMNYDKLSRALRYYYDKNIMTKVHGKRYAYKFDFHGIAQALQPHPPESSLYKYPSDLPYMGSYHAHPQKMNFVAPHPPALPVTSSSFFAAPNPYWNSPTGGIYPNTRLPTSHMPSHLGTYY
#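 His-tagged ERG Ets domain (1 uM in the protein solution; 300mM KCl, 50mM Tris-HCl, 1mM EDTA, 1mM DTT, pH 7.5) received compound, then a probe mix of 5 nM fluorescein-DNA and 100nM Texas-615-DNA. Fluorescence polarization was read for both dyes.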
# D2 ag – HTS Assay for Allosteric Agonists of the Human D2 Dopamine Receptor: Primary Screen for Agonists; D(2) dopamine receptor (Homo sapiens), P14416; HEK293 T-REx D2 cells, calcium flux agonist mode; activation, % at 2 µM; actives 0.53% (n = 340,000);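 active means activation over 3 SD above normal in the single-dose calcium agonist read, cut at about 30% in these data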; further: 0% is about no effect
#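 Agonism is scored from calcium flux in a force-coupled, inducible HEK293 cell line expressing D2, read kinetically for 180 s after compound addition against dopamine controls.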
# LDHA inh – qHTS assay for inhibitors of human lactate dehydrogenase. L-lactate dehydrogenase A chain (Homo sapiens), P00338. purified LDHA, NADH/diaphorase-resazurin fluorescence; active compounds read low. activity change, % (values are at about 110 or 230 µM). actives 0.15% (n = 480,000); in the data active means activity change below about -30%; inconclusive means mostly about -25% to -30%;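 further: plate controls were DMSO wells for no effect and wells without enzyme for full effect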
#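 Human LDH5 (2 nM) was incubated with 0.06 mM NADH and 0.2 mM pyruvate for 5 min at room temperature in Tris pH 7.4. Remaining NADH was coupled through diaphorase/resazurin, and resorufin fluorescence was read at 0 and 20 min.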
# 12-LOX inh – Primary qHTS assay for inhibitors of human arachidonate 12S-lipoxygenase (ALOX12): Round 2 | Polyunsaturated fatty acid lipoxygenase ALOX12 (Homo sapiens), P18054 | purified 12hLO, xylenol orange hydroperoxide absorbance | Potency, µM (top dose mostly 108 µM), for inactives: at the top dose activity change, negative = inhibition, hits mostly inhibitors | actives 1.1% (n = 580,000); further: potency means the concentration at half of the fitted maximal effect; on the % scale 0 is the no-effect control and ±100 the full control effect
#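 Purified human 12hLO at 150 nM in 25 mM Hepes, 0.01% Triton X-100, pH 7.0, preincubated 15 min at room temperature with compound. Reaction started with 40 uM arachidonic acid, 30 min at room temperature. Hydroperoxide measured by Fe-xylenol orange, 573/405 nm absorbance ratio.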
# D2 antagonist – HTS Assay for Allosteric Antagonists of the Human D2 Dopamine Receptor: Primary Screen for Antagonists | D(2) dopamine receptor (Homo sapiens), P14416 | inhibition, % at 10 µM | actives 2% (n = 340,000) | HEK293 TREx D2 cells, calcium flux, dopamine EC80; in the data active means inhibition above about 30%; further: 0% is about no effect
#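 Tetracycline-induced HEK293 TREx cells expressing D2 receptor forced-coupled to calcium signalling, loaded with no-wash calcium dye. Compounds added and calcium flux read 180 s, then dopamine added at EC80 and read a further 180 s.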
# Starred values were filed as active, the others as inactive; ? = inconclusive; . = no result given; & = joins results of further samples; [ ] = another dose, or the depositor's remark. Unless noted, the call rests on the fitted dose curve; in most records, active means well fitted curve in the direction sought with a large enough effect; inconclusive means small, poorly fitted or top-dose-only effect, or another doubt; inactive means no such curve, though single readings can be large; an effect the other way counts as inactive or inconclusive. A portion of the library; the hit share may differ from the screen's.
SMILES,Vif-APOBEC3F blk,Vif-APOBEC3G blk,GRP78 ERSR act,RGS4 inh,ERG-DNA inh,D2 ag,LDHA inh,12-LOX inh,D2 antagonist
ClC(Cl)(c1nnnn1-c1ccccc1)c1nnnn1-c1ccccc1,-9%,-22%,-14%,-123%,.,5.2,-6,?,-15
CCN(CC)CCOC(=O)c1ccc2c(c1)OCCO2,-7%,0%,-2%,-2%,.,-0.6,-5,9%[57.4 µM],-4
CC(=O)c1ccc(NC(=S)NNC(=O)c2ccncc2)cc1,-6%,-2%,10%,-34%,1%,-0.1,-11,8%,10
COc1ccc(N2CCN(C(=O)CCN3C(=S)NC(C)(C)CC3C)CC2)cc1 (stereo not drawn),-22%,1%,-2%,-22%,4%,1.9,5,6%,-19
O=C(/C=C/c1c(F)cccc1Cl)Nc1ncccn1,4%,1%,-6%,-37%,-12%,-0.4,-8,-39%,8
CCN(CC)c1ccc(C2C(C(N)=O)=C(C)Nc3ncnn32)cc1 (stereo not drawn),4%,-2%,-3%,16%,0%,0.1,-7,-5%,.
COCCNC(=O)Cc1c(C)c2cc3c(cc2oc1=O)OC(C)(C)CC3,-18%,-1%,-6%,15%,-4%,-0.6,-7,-8%,-4
CCC(=O)N1CCc2cc(S(=O)(=O)NC(C(=O)NC(C)c3ccccc3)C(C)C)ccc21 (stereo not drawn),6%,-9%,-1%,-2%,-3%,-0.1,-10,20%,11
Cc1cc(NC(=O)CCC(=O)N(Cc2cccs2)C(C(=O)NC2CCCC2)c2ccccc2)no1 (stereo not drawn),5%,2%,-7%,20%,4%,0.3,-9,-16%,10
O=C(CCCCC(=O)Nc1c(I)cc(I)c(C(=O)O)c1I)Nc1c(I)cc(I)c(C(=O)O)c1I,-2%,2%,-2%&-3%&-5%,-15%,-7%,.,-3,-9%,.
COc1ccc(-c2oc3ncnc(N)c3c2-c2ccccc2)cc1,3%,4%,-1%,0%,0%,0.6,-7,0%,-7
Cc1cc(C)nc(NC(=O)c2c(-c3c(Cl)cccc3Cl)noc2C)n1,-4%,-4%,-1%,21%,3%,1.1,-5,0%,-3
O=C(NC1(C(F)(F)F)N=C(c2ccccc2)N(C2CCCCC2)C1=O)c1ccccc1F (stereo not drawn),1%,-18%,-3%,2%,0%,-0.4,-1,-29%,.
COC(=O)c1sc(NC(=O)c2cccc([N+](=O)[O-])c2)c(C(N)=O)c1C,6%,0%,-4%,?,-11%,-0.5,-6,?,9
CCCc1nc2oc3c(=O)[nH]cnc3c2c2c1COC(C)(C)C2,-7%,-2%,-3%,6%,-2%,0.3,-3,-2%,-6
Cc1nc(SCc2cccc(Oc3ccccc3)c2)n[nH]1,3%,3%,3%,-18%,0%,-1.0,-11,383%[activator],-10
Cn1cc(/C=C2/SC(=O)N(c3ccccc3)C2=O)c2ccccc21,?,-5%,2%,-3%,-7%,0.8,-3,-15%,-12
CN1CCN(CCNC(=O)Cn2c(=O)c3cccn3c3ccc(F)cc32)CC1,-7%,-1%,-3%,-4%,2%,1.8,-6,5%,1
O=C(Cc1cccs1)N1CCC(c2nc3c(nnn3Cc3ccccc3)c(=O)[nH]2)CC1,-1%,0%,-3%,11%,1%,-1.7,4,-23%,-3
Oc1[nH]c2ccccc2c1N=Nc1ccccc1F,?,?,4%,10%,-5%,8.5,-9,-3%,-5
COc1cccc(C(C(=O)NC2CCCCC2)N(C(=O)c2ccccn2)c2cccnc2)c1 (stereo not drawn),-3%,-1%,0%,-8%,-11%,-0.1,-2,-8%,11
CCOc1ccc(-n2c(N)c(C(=O)NCC3CCCO3)sc2=S)cc1 (stereo not drawn),.,1%,-3%,?,-1%,0.4,5,-26%,-5
Cn1ccc(C(=O)Nc2sc3c(c2C#N)CCC3)n1,-3%,-6%,0%,-31%,-1%,0.5,0,-26%,-7
CCN(CC)C(=O)Cn1cc(S(=O)(=O)CC(=O)Nc2ccc(OC)c(OC)c2)c2ccccc21,4%,2%,-3%,-15%,-2%,0.1,8,16%,4
CN(Cc1ccccc1)C(=O)c1ccc(NC(=O)Cc2cccc(NC(=O)C3CCN(C(=O)C4CCCCC4)CC3)c2)cc1,4%,1%,-4%,10%,-2%,.,-5,-16%,.

# Quoted at random: 3 compounds from above
SMILES,Vif-APOBEC3F blk,Vif-APOBEC3G blk,GRP78 ERSR act,RGS4 inh,ERG-DNA inh,D2 ag,LDHA inh,12-LOX inh,D2 antagonist
CCN(CC)c1ccc(C2C(C(N)=O)=C(C)Nc3ncnn32)cc1 (stereo not drawn),4%,-2%,-3%,16%,0%,0.1,-7,-5%,.
O=C(NC1(C(F)(F)F)N=C(c2ccccc2)N(C2CCCCC2)C1=O)c1ccccc1F (stereo not drawn),1%,-18%,-3%,2%,0%,-0.4,-1,-29%,.
COc1cccc(C(C(=O)NC2CCCCC2)N(C(=O)c2ccccn2)c2cccnc2)c1 (stereo not drawn),-3%,-1%,0%,-8%,-11%,-0.1,-2,-8%,11

# Additional structures:
SMILES,Vif-APOBEC3F blk,Vif-APOBEC3G blk,GRP78 ERSR act,RGS4 inh,ERG-DNA inh,D2 ag,LDHA inh,12-LOX inh,D2 antagonist
CC(C)CC1NC(=O)N(Cc2nc3ccccc3s2)C1=O (stereo not drawn),-9%,-3%,1%,-5%,11%,0.2,-9,0%,5
CCOC(=O)C(Cc1ccccc1)NC(=O)Cn1nnc(-c2ccc(SC)cc2)n1 (stereo not drawn),-1%,2%,-4%,-25%,-8%,-0.5,0,0%,-29
Cc1nc2ccc(C(=O)N3CCSCC3)cc2s1,-1%,-1%,-2%,-10%,9%,0.3,0,-9%,1
O=C(CCC(=O)c1ccc(F)cc1)Nc1cc(Cl)cc(Cl)c1,.,0%,-17%,-4%,-6%,-0.1,-1,500%[activator],39*
CCN(CC)c1ccc(NC(=O)c2ccco2)c(C)c1,-8%,0%,7%,2%,1%,-0.8,0,-26%,-1
CC(Oc1ccccc1)C(=O)N1CCN(C(=O)C(C)Oc2ccccc2)CC1 (stereo not drawn),1%,0%,-5%,-9%,3%,-0.6,-7,-5%,3
CCN1/C(=C2/SC(=S)N(NC(C)=O)C2=O)Sc2ccccc21,?,?,-3%,10%,4%,1.1,-8,0%,-2
COc1cccc(-c2nc(CSCC(=O)NCC3CCCO3)c(C)o2)c1 (stereo not drawn),4%,5%,2%,-7%,2%,0.0,-4,-6%,1
Cc1ccc(NC(=S)NC(=O)/C=C/c2ccc(Cl)cc2)cc1,2%,3%,3%,-19%,-2%,1.3,-4,-11%,-2
CCOC(=O)CCSc1nc2c(c(C(F)(F)F)c1C#N)CCC2,-5%,-2%,-5%,-24%,11%,-0.2,-1,-25%,7
CC(C)(C)c1ccc(CC(=O)N2CCC2(C)C(=O)Nc2cccc3cccnc23)cc1 (stereo not drawn),.,2%,-3%,.,.,.,4,-4%,.
COc1cc(NS(=O)(=O)c2ccc(Nc3nc(-c4cccc([N+](=O)[O-])c4)cs3)cc2)nc(OC)n1,-4%,-11%,-3%,-5%,15%,2.4,-7,-30%,-8
CC(CC(=O)NCc1ccco1)S(=O)(=O)c1ccc2c(c1)CCN2C(=O)C1CC1 (stereo not drawn),1%,-19%,0%,-4%[56.9 µM],8%,-0.1,-1,-1%,-7
O=C(NNC(=O)C1CC1)c1cc(=O)[nH]c2ccccc12,-5%,-1%,-4%,18%,2%,.,-2,-7%,.
CCCC1=C(C(=O)OCC)C(c2ccc(F)cc2)n2ncnc2N1 (stereo not drawn),0%,-3%,-3%,-3%,1%,-0.2,0,1%,14
Cc1cc2c(cc1S(=O)(=O)NCCc1ccc(Cl)cc1)OCC(=O)N2,3%,4%,-4%,-21%,1%,1.3,2,17%,23
O=C(NCCCN1CCCC1=O)Nc1ccc(Cl)cc1,-5%,0%,7%,-2%,-7%,.,-2,1%,.
CCOc1ccc(OCCCC(=O)O)cc1,2%,-3%,-4%,-7%,7%,0.6,-11,0%,5
Cc1cc(C(=O)c2cccs2)c(N)s1,-1%,2%,-2%,?,.,-0.6,2,?,16
CC1CCN(C(=O)c2ccc(NS(=O)(=O)c3cccc4cccnc34)cc2)CC1,2%,2%,-5%,10%,4%,0.2,-3,-8%,2
CCOC(=O)c1ccc(CN(Cc2ccc(Cl)cc2Cl)S(=O)(=O)c2cccc(Cl)c2)cc1,-28%,-1%,4%,-8%,-3%,-0.9,7,-21%,.
COc1ccc(C2c3c(oc4ccccc4c3=O)C(=O)N2c2nc(C)c(C)s2)cc1 (stereo not drawn),-1%,0%,-2%,7%,1%,0.1,-5,-23%,.
CCOc1ccc(-c2cc(C(=O)O)c3ccccc3n2)c(OCC)c1,-1%,3%,6%,4%,-9%,0.0,13&23,?,-37
Cc1cc(S(=O)(=O)N2CCN(Cc3ccccc3)CC2)c(C)s1,1%,0%,-4%,5%,-5%,-0.3,1,?,-16

# Assay outcomes as filed in PubChem BioAssay.
